Compound activity deposited in PubChem BioAssay by several laboratories.
Rin1-Abl PPI inh – inhibitors of human Rin1-Abl protein interaction; P00519+Q13671; TR-FRET Rin1/Abl binding, biochemical; inhibition, % at 7.35 µM; 360,000 compounds, 0.4% hits; AID 588664; in the data active = inhibition above about 5%, passing the limit was not always enough
FAS-TE inh – inhibitors of human fatty acid synthase thioesterase domain | AID 602261 | inhibition, % at 15 µM | 360,000 compounds, 0.67% hits | P49327 | recombinant FAS-TE, OMFH fluorogenic substrate, fluorescence endpoint;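 active = compounds whose normalised, plate-corrected inhibition of enzyme fluorescence in the single-dose primary screen is 50% or more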;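 note: 0% = DMSO with enzyme and 100% = substrate without enzyme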
MsrA inhibitor – inhibits bovine methionine sulfoxide reductase A; purified bovine MsrA, absorbance read-out; inhibition, % at 15.5 µM; 360,000 compounds, 0.75% hits; in the data active = inhibition above about 4.5%;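 note: 0% = vehicle wells with enzyme and 100% = reference inhibitor wells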
CSN deneddyl inh – CSN deneddylation inhibition | 360,000 compounds, 0.38% hits | Q92905 | Purified CSN, SCF-Nedd8-OG deneddylation, fluorescence polarization | inhibition, % at 12.5 µM | AID 651999;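 active = pattern-corrected inhibition above about 35%, with an unprinted fluorescence ratio check between 0.5 and 1.5, limit read from the data, passing the limit was not always enough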;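 note: 0% = enzyme with substrate and 100% = substrate without enzyme; some results filed as inactive read as strong as hits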
Target sequence (Q92905 whole entry, looked up, one chain of several): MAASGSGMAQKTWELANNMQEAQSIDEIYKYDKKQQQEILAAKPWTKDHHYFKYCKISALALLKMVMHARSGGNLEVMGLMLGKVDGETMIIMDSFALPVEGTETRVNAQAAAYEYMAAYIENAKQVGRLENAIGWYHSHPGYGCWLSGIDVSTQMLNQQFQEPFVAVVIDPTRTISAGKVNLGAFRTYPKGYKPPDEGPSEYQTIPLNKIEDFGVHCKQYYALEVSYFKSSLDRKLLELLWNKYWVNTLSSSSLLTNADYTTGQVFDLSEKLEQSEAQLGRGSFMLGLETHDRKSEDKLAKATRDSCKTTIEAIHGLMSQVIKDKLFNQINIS
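assay system = purified human Csn5 enzyme expressed in HEK293T cells | amount = 0.24 nM enzyme | buffer or medium = Tris/NaCl/DTT buffer, pH 7.5 | reagent = 10 nM SCFSkp2-Nedd8OG | compound = one concentration, 12.5 µM, 0.25% DMSO | times = 90 min reaction at room temperature | signal = FP | read-out basis = % inhibition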
MT1-MMP act inh – inhibitors of human MT1-MMP activation | HT1080 RFP-PRO-GFP cells, GFP/RFP ratio fluorescence, overnight; percent of plate control window, DMSO zero | GFP/RFP ratio change, % at 20 µM | 360,000 compounds, 0.061% hits | AID 651647 | P50281;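 active = GFP/RFP ratio change of at least 30% with cell ATP level not reduced by more than half and red fluorescence within 50% of control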; note: strong numbers were not always called active
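Assay system: HT1080 cells carrying an RFP-PRO-GFP reporter | Dosing: Single dose of 20 µM compound, 1% DMSO final | Incubation: Cells overnight before dosing, compound overnight, 37 °C, 5% CO2 | Evaluation: GFP/RFP fluorescence ratio | Control set: DMSO and RFP-L50D-GFP cell wells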
MLLE-PAM2 inh – inhibitors of microRNA-mediated deadenylation, human PABP1 MLLE binding; 360,000 compounds, 0.36% hits; P11940; inhibition, % at 20 µM; GST-MLLE / FITC-PAM2 fluorescence polarization; in the data active = inhibition above about 35%, passing the limit was not always enough;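 note: plate controls were DMSO wells with GST-MLLE for no effect and wells lacking GST-MLLE protein for full effect; some results filed as inactive read as strong as hits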
Rpn11 inh – inhibitors of human proteasome Rpn11; O00487; 360,000 compounds, 0.59% hits; calls only at 20 µM; AID 588493; human 26S proteasome, Ub4-pepOG fluorescence polarization; 20S core pre-blocked with epoxomicin;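 active = inhibition at 20 µM, scaled to each plate's controls, above about 33%, limit read from the data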
MsrA act – activates bovine MsrA enzyme. purified bovine MsrA, absorbance read-out. activation, % at 10.6 µM. 360,000 compounds, 0.3% hits. AID 602163; in the data active = activation above about 7.5%;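 note: 0% = vehicle and 100% = reference activator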
E coli Lon inh – inhibitors of E. coli Lon protease; purified E. coli Lon protease, fluorescence polarization; P0A9M0; 360,000 compounds, 0.42% hits; inhibition, % at 7.94 µM; in the data active = inhibition above about 13%, passing the limit was not always enough;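 note: 0% = enzyme with probe and DMSO and 100% = no enzyme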
Target sequence (P0A9M0 whole entry, looked up): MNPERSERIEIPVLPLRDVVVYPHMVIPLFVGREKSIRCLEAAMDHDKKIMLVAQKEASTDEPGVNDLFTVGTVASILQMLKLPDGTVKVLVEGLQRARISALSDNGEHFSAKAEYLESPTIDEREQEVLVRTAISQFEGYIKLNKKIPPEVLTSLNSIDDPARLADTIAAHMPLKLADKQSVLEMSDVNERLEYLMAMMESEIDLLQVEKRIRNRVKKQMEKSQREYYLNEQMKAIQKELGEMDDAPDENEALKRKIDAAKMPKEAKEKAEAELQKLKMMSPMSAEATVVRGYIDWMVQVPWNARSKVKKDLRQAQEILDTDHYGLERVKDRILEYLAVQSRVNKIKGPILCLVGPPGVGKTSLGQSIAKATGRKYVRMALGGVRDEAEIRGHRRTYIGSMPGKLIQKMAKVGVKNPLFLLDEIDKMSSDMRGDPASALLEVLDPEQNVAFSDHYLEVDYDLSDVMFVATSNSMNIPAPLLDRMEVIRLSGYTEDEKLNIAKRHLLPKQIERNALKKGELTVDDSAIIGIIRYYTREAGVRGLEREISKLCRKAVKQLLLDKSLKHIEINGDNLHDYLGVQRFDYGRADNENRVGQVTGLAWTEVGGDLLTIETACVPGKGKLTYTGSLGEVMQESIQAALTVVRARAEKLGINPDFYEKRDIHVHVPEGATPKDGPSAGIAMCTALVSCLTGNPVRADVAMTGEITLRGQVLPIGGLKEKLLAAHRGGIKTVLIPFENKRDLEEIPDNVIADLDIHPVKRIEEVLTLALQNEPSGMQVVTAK
* hit, by the source's call; i = inactive; . = no result given.

cpd	structure	MT1-MMP act inh	CSN deneddyl inh	E coli Lon inh	FAS-TE inh	MsrA inhibitor	Rpn11 inh	MsrA act	MLLE-PAM2 inh	Rin1-Abl PPI inh
1	CC(C)CCNC(=O)C1CCCN(S(=O)(=O)c2ccc(F)cc2)C1 (centres undefined)	-9	-3	12	-5	0.1	i	5	12	-3
2	CC(=O)c1ccc(NC(=S)NCCCN2CCOCC2)cc1	0	-2	1	-4	1.1	i	-2	23	0
3	Cc1ccc2oc(C(=O)N(CCO)Cc3ccccc3)c(C)c2c1	3	-5	-7	-1	-1.0	i	1	-2	-2
4	COc1cc([C@H]2[C@@H]3CCCC[C@]3(O)CCN2Cc2ccccc2F)ccc1O	2	1	1	2	-1.2	i	0	1	-2
5	NCCNC(=O)Cn1c(=O)c2c3c(sc2n(Cc2ccccc2)c1=O)CCCC3	4	2	-3	-3	1.8	i	-1	-10	-1
6	Cc1[nH]c2ccccc2c1NC(=O)CN1CCN(C(=O)c2ccco2)CC1	-1	-2	12	-6	-0.5	i	-2	7	0
7	COc1ccc(Cn2c(O)c(C=Nc3ccc(O)cc3)c3ccccc3c2=O)cc1	-6	8	-62	31	0.3	i	-4	3	1
8	Cc1ccc(CCC(=O)Nc2ccc([N+](=O)[O-])cc2)o1	1	2	-4	6	2.5	i	-9	3	-4
9	CC1Cc2ccccc2N1C(=O)CNCCCN(C)C (centres undefined)	5	5	13	-5	1.1	i	0	8	1
10	CCC1CN(C(=O)NCc2ccccc2)c2ccccc2O1 (centres undefined)	-3	1	-1	-2	-1.4	i	-3	-17	-1
11	COc1cccc(Nc2ncccc2C(=O)Nc2ccccc2)c1	-5	4	-1	30	2.6	i	-11	-8	2
12	Cc1occc1C(=O)N/N=C/C=C/c1ccccc1	4	9	1	-4	5.5*	i	-6	-1	-1
13	COc1cc(-c2nn3c(-c4ccccc4)nnc3s2)cc(OC)c1OC	7	0	3	1	1.0	i	-12	-77	2
14	CCS(=O)(=O)c1nc(S(=O)(=O)c2ccc(Cl)cc2)c(NCCCN2CCOCC2)s1	1	-1	-3	-2	0.5	i	0	4	2
15	S=c1nc[nH]c2c1sc1nc(-c3ccccc3)c3c(c12)CCCC3	-4	6	-7	44	-0.8	i	-2	34	-4
16	CCOCc1nnc(NC(=O)c2ccc3c(c2)OCO3)s1	2	-1	-9	-6	0.2	i	-4	9	1
17	COc1ccc(NC(=O)CCS(=O)(=O)c2cccc3nonc23)c(OC)c1	-2	3	2	3	0.3	i	0	4	-2
18	CCOC(=O)CNC(=O)COc1coc(CN2CCN(c3ccccc3)CC2)cc1=O	2	1	11	-5	-0.2	i	-2	-1	3
19	COc1cc(CN2CCN(CCCc3ccccc3)CC2CCO)cc(OC)c1 (centres undefined)	-5	2	-12	-5	-0.2	i	-4	-9	-3
20	O=C(CSc1nnc(NC(=O)C2CC2)s1)NCc1ccccc1	-1	3	8	-6	-0.4	i	-3	-1	-1
21	CC1(C)CC(=O)c2c(O)c(-c3ccccc3)c(=O)n(-c3ccccc3)c2C1	-3	-3	0	-7	0.2	i	-3	-1	-2
22	O=C(CC1CCCCC1)Nc1ccc(-c2ccc3nncn3n2)cc1	1	2	-2	2	0.3	i	7.7*	12	-10
23	O=C(Nc1ccnn1C1CCN(C(=O)c2ccc(F)cc2)CC1)C1CCOC1 (centres undefined)	-1	5	0	-2	1.8	i	-1	-3	2
24	CSc1sc(C(=O)NCC2CC2)c(-c2cccs2)c1C#N	1	-2	0	13	0.2	i	-3	-7	1
25	CC(C)COc1ccc(C(=O)Nc2ccc(NC(=O)c3ccco3)c(Cl)c2)cc1	0	-1	-1	-4	-0.8	i	0	-11	1
26	CCCNc1c(NS(=O)(=O)c2c(F)c(F)c(F)c(F)c2F)c(=O)oc2ccccc12	-1	1	6	2	2.9	i	-11	14	3
27	CS(=O)(=O)c1ccc(Cl)c(C(=O)NC2CCSc3ccccc32)c1 (centres undefined)	-3	-4	-8	-3	2.4	i	-3	-37	-1
28	COc1cc(CCC(=O)NCC2CCCO2)cc(OC)c1OC (centres undefined)	-1	6	-4	-2	1.0	i	-2	-4	1
29	O=C(Nc1ccccc1)C12CC3CC(C1)CC(n1cnc([N+](=O)[O-])n1)(C3)C2	0	-2	-7	-11	-0.6	i	-12	7	-1
30	COc1ccccc1CCNC(=O)C(=O)NCC1OCCN1S(=O)(=O)c1ccc2c(c1)OCCO2 (centres undefined)	4	4	13	3	1.2	i	-3	1	0

Along the list, as entered above:
Nos. 24 to 29 in MsrA inhibitor, in turn: 0.2, -0.8, 2.9, 2.4, 1.0, -0.6

Continuation:
cpd	structure	MT1-MMP act inh	CSN deneddyl inh	E coli Lon inh	FAS-TE inh	MsrA inhibitor	Rpn11 inh	MsrA act	MLLE-PAM2 inh	Rin1-Abl PPI inh
31	COc1ccc(C2c3c(oc4ccccc4c3=O)C(=O)N2CCN2CCOCC2)cc1OC (centres undefined)	5	1	-2	0	-1.4	i	-3	15	-2
32	Cc1ccc(C(=O)c2sc3nsc(C)c3c2N)cc1	-3	5	-25	2	-0.5	i	-4	7	-3
33	Cc1cccc(NS(=O)(=O)c2cc(C(=O)OC(C)C(=O)NCc3ccc4c(c3)OCO4)ccc2C)c1 (centres undefined)	-3	-1	0	47	2.9	i	-2	-14	0
34	COc1ccc(-n2nc(C(=O)NCC(=O)NCCC3=CCCCC3)c3ccccc3c2=O)cc1	-3	0	0	11	-0.2	i	-7	9	2
35	C=CCNc1cc(=O)n(Cc2ccccc2)c(=O)[nH]1	1	0	-4	-3	0.4	i	-6	1	-2
36	Cc1cc(C)n(CCc2nc3c4ccccc4n(CC#N)c(=O)n3n2)n1	-1	-1	-1	-4	1.9	i	-2	-2	0
37	CC(=O)NN1C(=O)c2ccc(Oc3cccc([N+](=O)[O-])c3)cc2C1=O	3	3	0	-7	-0.7	i	-4	-8	1
38	COc1cc(SC)ccc1C(=O)NCc1ccc(C)cc1	-9	6	1	22	1.4	i	-3	-5	3
39	CCC1Cc2[nH][nH]c(=O)c2C(CC)O1 (centres undefined)	-2	1	0	-9	1.2	.	-5	.	.
40	Cc1cc2c(cc1C)N(CC(=O)N1CCCC1)C(=O)CC(c1ccccc1)=N2	-1	3	-4	-8	0.4	i	-11	10	4
41	BrC(/C=N/Nc1nc(N2CCOCC2)nc(N2CCOCC2)n1)=C/c1ccccc1	-7	2	-2	8	5.5*	i	-2	1	0
42	NC(=O)CSc1nc2ccccc2nc1SCC(N)=O	-4	4	-7	-3	1.6	i	-2	9	-1
43	O=C(COc1ccccc1Cc1ccccc1)Nc1cccnc1	3	-1	-10	8	-1.0	i	-2	6	5
44	O=C1c2cccnc2C(=O)N1Cc1ccccc1	1	-2	2	4	0.0	i	0	-9	-2
45	O=C1NC(=S)S/C1=C\c1coc2ccccc2c1=O	-2	8	-75	-2	2.2	i	-7	-66	-6
46	Cc1cc(C)c2nc(N(CCCN(C)C)C(=O)C3=COCCO3)sc2c1	-4	-2	0	2	2.2	i	-4	-2	1
47	COC(=O)Cc1[nH]nc2c1C1(CCSCC1)C(C#N)=C(N)O2	4	-3	-7	-6	0.3	i	-2	-6	0
48	COCCCNC(=O)c1ccc(Cn2c(=O)c3ccccc3n(Cc3ccc(C)cc3)c2=O)cc1	-9	-3	-5	-2	-0.7	i	-6	-6	3
49	COc1ccc(S(=O)(=O)NC2CCCC2)cc1C(N)=O	0	2	-12	-4	-0.8	i	-4	5	-2
50	Cc1ccc(NC(=O)c2cnc(SCC(=O)c3ccccc3)n(C)c2=O)cc1	6	-5	8	-2	.	i	-9	28	2
51	CCNC(=O)COC(=O)c1cc(S(=O)(=O)N2CCCc3ccccc32)ccc1Cl	1	2	-7	-2	-0.6	i	-6	0	-3
52	CCCN1CNC(=S)N(CCc2ccccc2)C1	3	3	11	-2	0.8	i	-11	-63	-2
53	COc1ccc2c(C)c(C(=O)O)oc2c1	1	-2	-5	-6	-0.4	i	-4	-6	-2
54	CC(C)Oc1cccc(C(=O)C2CCCN(Cc3cnc(N4CCCC4)s3)C2)c1 (centres undefined)	11	6	-2	0	1.6	i	-7	11	-4
55	Nn1c(SCc2ccccn2)nncc1=O	0	-1	6	-5	0.4	i	-8	-10	-4
56	O=S1(=O)CC2NC(=S)N(c3cccc(Br)c3)C2C1 (centres undefined)	0	4	13	-8	0.0	i	4	-92	-2
57	CC(=O)c1cc(CCC(=O)NC2CCCCCC2)oc1C	1	-1	-4	0	-0.2	i	-13	-4	1
58	COc1ccc(CCNC(=O)c2c(C)nc3ccccn23)cc1OC	1	2	-9	-4	-0.9	i	-6	4	-4
59	COc1ccc(N2C(N)=NC(N)=NC2(C)C)cc1	3	2	1	-3	0.0	i	-2	4	0
60	Cc1[nH]c2ccc(C(=O)OC(C)C(=O)NCc3ccccc3)cc2c1C (centres undefined)	-7	0	-1	6	-1.3	i	-1	-15	-5
61	COc1cc2c(cc1NC(=O)CSc1nccn1C)oc1ccccc12	-6	-4	0	16	1.0	i	-2	-48	-1
62	COC(=O)c1c(C)oc(C)c(C(=O)OC)c1=O	0	-7	-5	4	0.8	i	-10	-3	-1
63	Cc1csc(=O)n1CC(=O)OCc1cccc2ccccc12	5	-2	-12	4	0.3	i	2	-19	3
64	CCOc1ccc(/C=C2/Sc3ccc(C(=O)NCC4CCCO4)cc3N(C)C2=O)cc1OC (centres undefined)	-1	0	-15	-2	1.2	i	-3	25	-1
65	COc1ccc(-c2cc(C(=O)OCC(=O)NC(C)C)c3ccccc3n2)cc1	7	-6	-3	5	0.4	i	-2	-5	-1
66	COC(=O)[C@]1(Cc2ccccc2)N[C@H](CN(C)S(=O)(=O)c2ccc(F)cc2)[C@@H]2C(=O)N(C)C(=O)[C@@H]21	0	8	0	-7	-0.4	i	-1	5	-5
67	CCn1nnnc1-c1ccc(OC)c(S(=O)(=O)Nc2ccc(C(=O)OC)cc2)c1	2	-1	0	0	1.4	i	-2	13	2
68	O=C(CN1CCOCC1)Nc1ccccc1C(=O)Nc1ccccc1	2	-3	1	0	-0.2	i	-2	4	-3
69	CS(=O)(=O)c1ccccc1C(=O)NC1CCCc2ccccc21 (centres undefined)	-4	-2	-8	-1	1.1	i	0	5	2
70	Cc1cc(CNCc2cn(C)nc2-c2ccc(Oc3ccccc3)cc2)on1	-3	1	2	4	0.1	i	-2	-8	-1
71	Cc1cc(C)cc(N(C)S(=O)(=O)c2nnc(NC(=O)C(C)C)s2)c1	1	2	5	1	-1.1	i	-2	7	-1
72	COc1ccccc1Nc1ncc(C(=O)N2CCC(C(N)=O)CC2)c2ccccc12	2	3	-10	0	1.6	i	-8	6	3

Structures listed so far marked active in MsrA act.
| no. | SMILES | MT1-MMP act inh | CSN deneddyl inh | E coli Lon inh | MsrA inhibitor | Rpn11 inh | MsrA act | MLLE-PAM2 inh | Rin1-Abl PPI inh |
| --- | --- | --- | --- | --- | --- | --- | --- | --- | --- |
| 22 | O=C(CC1CCCCC1)Nc1ccc(-c2ccc3nncn3n2)cc1 | 1 | 2 | -2 | 0.3 | i | 7.7* | 12 | -10 |

Shown in transposed form: entries from further up.
#70 Cc1cc(CNCc2cn(C)nc2-c2ccc(Oc3ccccc3)cc2)on1
#71 Cc1cc(C)cc(N(C)S(=O)(=O)c2nnc(NC(=O)C(C)C)s2)c1

assay / compound,70,71
MT1-MMP act inh,-3,1
CSN deneddyl inh,1,2
E coli Lon inh,2,5
FAS-TE inh,4,1
MsrA inhibitor,0.1,-1.1
Rpn11 inh,i,i
MsrA act,-2,-2
MLLE-PAM2 inh,-8,7
Rin1-Abl PPI inh,-1,-1
